KCNQ1 pot: potentiators or activators of KCNQ1 channel, primary screen, cell-based, thallium flux, high-throughput | CHO-K1 KCNQ1, thallium flux FluxOR fluorescence; stronger effect = higher value | B-score at 10 µM | 310,000 compounds, 0.35% hits | Potassium voltage-gated channel subfamily KQT member 1 (Homo sapiens), P51787;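 active = fluorescence ratio B-score, a plate-corrected score, at least three library SD, with initial intensity B-score within 5 SD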
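Doses: Single concentration per compound, DMSO matched to controls | Test system: KCNQ1-transfected CHO-K1 cells | Timing: 90 min dye loading and 20 min compound exposure, both at room temperature | Measured by: Kinetic FluxOR thallium fluorescence, 10-s 1-Hz baseline, 110-s post-stimulus read | Medium: Assay buffer with matched DMSO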
RGS4 act: RGS4 potentiators or activators, primary screen, cell-based, HEK293 M3R inducible RGS4, calcium flux. carbachol calcium flux Fluo4; stronger effect = lower value. B-score at 10 µM. 310,000 compounds, 0.92% hits;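 active = B-score of the integrated calcium signal more than 4 SD below the library mean, with starting fluorescence not abnormally high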;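 note: negative B-score means reduced calcium response which marks RGS4 activation or potentiation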
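Assay system: HEK293 FlpIn-TREx cells, stable M3R, doxycycline-inducible RGS4 / Probe or stimulus: carbachol, ECmax concentration / Times: overnight RGS4 induction, 30 min dye load 37 °C, 20 min compound RT / Signal: kinetic calcium fluorescence imaging with Fluo4-AM dye, 2 µM / Measure: Agonist-evoked peak-minus-minimum fluorescence over baseline, integrated ratio, B score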
KCNQ1 inh: inhibitors of human KCNQ1 channel, primary screen, cell-based, thallium flux, high-throughput; CHO-K1 KCNQ1, FluxOR thallium flux fluorescence; stronger effect = higher value; B-score at 10 µM; 310,000 compounds, 1.3% hits; AID 2642, 2010;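 active = compounds whose thallium flux B-score, printed positive for inhibition, exceeds three library SD while starting fluorescence stays within three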;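 note: channel opened by potassium depolarization with thallium stimulus after 20 min compound exposure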
hERG protect: hERG rescue from dofetilide block, primary screen, cell-based, CHO-hERG, FluxOR thallium flux, dofetilide IC70 | activation (rescue from dofetilide block), less the hit threshold, % at 10 µM | AID 1511, 2009 | Voltage-gated inwardly rectifying potassium channel KCNH2 (Homo sapiens), Q12809 | dofetilide IC70 present | 310,000 compounds, 0.51% hits;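 active = activation above the mean of controls blocked by dofetilide plus 5 SD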;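 note: thallium influx through hERG after potassium depolarization seen as dye fluorescence rise; in these data hits start at about 4.7%; inactives centre near -7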
KCNK3 block: human KCNK3 channel inhibitors, primary screen, CHO cells, FluxOR thallium flux, B-score; FluxOR fluorescence; stronger effect = lower value; B-score at 10 µM; 340,000 compounds, 0.84% hits; Potassium channel subfamily K member 3 (Homo sapiens), O14649;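 active = B-score under library mean minus 4 SD, starting fluorescence ratio at most library mean plus 5 SD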;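 note: more negative B-score means stronger inhibition of thallium flux through KCNK3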
Target sequence (O14649 whole entry, looked up): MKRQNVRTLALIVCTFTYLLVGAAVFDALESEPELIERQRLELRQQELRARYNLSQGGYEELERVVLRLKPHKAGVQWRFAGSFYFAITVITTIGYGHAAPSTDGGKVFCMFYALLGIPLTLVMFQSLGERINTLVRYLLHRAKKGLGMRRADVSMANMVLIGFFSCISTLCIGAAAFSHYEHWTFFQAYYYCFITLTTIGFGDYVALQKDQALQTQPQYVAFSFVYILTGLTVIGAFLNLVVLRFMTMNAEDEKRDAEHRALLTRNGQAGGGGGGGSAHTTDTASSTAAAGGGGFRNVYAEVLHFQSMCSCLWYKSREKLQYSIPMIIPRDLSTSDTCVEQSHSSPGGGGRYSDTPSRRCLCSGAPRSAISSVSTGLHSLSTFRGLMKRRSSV
DYRK1A inh: rat Dyrk1A kinase inhibitors, primary screen, biochemical, single point, plate reader; ADP-Glo luminescence, NFATc1 peptide; inhibition, % at 12.5 µM; 310,000 compounds, 0.43% hits; AID 504441, 2011; in the data active = inhibition above about 50%;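 note: plate controls were vehicle with enzyme for no effect and no enzyme for full effect; many of its hits are not listed in these tables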
GSK3beta inhib: human GSK3beta kinase inhibitors, primary screen, biochemical, cell-free homogeneous, HTS; 300,000 compounds, 0.038% hits; AID 2097, 2009; Glycogen synthase kinase-3 beta (Homo sapiens), P49841; GST-GSK3beta kinase, ADP-Glo luminescence, 60 min; stronger effect = lower value; activity score (negative = inhibition), % at 10 µM;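 active = more than half of replicate wells score below -50%, meaning over 50% inhibition versus plate controls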;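 note: 0% = median DMSO wells and -100% = median GW8510 positive control wells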
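Test system: GST-fused GSK3beta enzyme, cell-free | Quantity: 1.6 ng GST-GSK3beta enzyme per well | Reagent: 25 µM ATP with peptide substrate | Schedule: 60 min enzyme reaction, room temperature | Signal: Luminescent ADP-Glo measurement of ADP formed | Read-out basis: Score relative to plate controls | Control set: DMSO and 20 µM GW8510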
GSK3 alpha inh: blockers of GSK3A enzyme activity – biochemical, luminescence, cell-free homogeneous, HTS, primary screen | AID 2650, 2010 | 320,000 compounds, 0.1% hits | inhibition, % at 10 µM | GSK-3 alpha kinase, ADP-Glo luminescence, 60 min;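 in the data active = inhibition above about 50%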;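 note: GST-tagged GSK-3 alpha with peptide substrate and 25 µM ATP; 0% = DMSO neutral wells and 100% = GW8510 positive control wells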
Target sequence (P49840 whole entry, looked up): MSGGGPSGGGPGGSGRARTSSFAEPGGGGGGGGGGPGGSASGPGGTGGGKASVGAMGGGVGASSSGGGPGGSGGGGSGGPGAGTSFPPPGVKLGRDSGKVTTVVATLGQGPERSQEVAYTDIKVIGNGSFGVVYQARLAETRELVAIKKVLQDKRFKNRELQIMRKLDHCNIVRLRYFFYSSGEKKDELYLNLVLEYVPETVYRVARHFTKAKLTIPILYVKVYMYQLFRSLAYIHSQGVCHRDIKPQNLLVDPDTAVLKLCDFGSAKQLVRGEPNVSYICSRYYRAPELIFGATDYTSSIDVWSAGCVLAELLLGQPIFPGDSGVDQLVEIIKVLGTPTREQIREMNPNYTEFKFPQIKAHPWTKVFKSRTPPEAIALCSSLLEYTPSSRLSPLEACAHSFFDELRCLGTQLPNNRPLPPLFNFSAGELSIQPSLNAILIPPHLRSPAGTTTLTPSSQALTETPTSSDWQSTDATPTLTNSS
KCNK9 block: KCNK9 potassium channel inhibitors, primary screen, HEK293 cells, thallium flux; Potassium channel subfamily K member 9 (Homo sapiens), Q9NPC2; FluxOR thallium flux fluorescence; stronger effect = lower value; B-score at 10 µM; 310,000 compounds, 1.2% hits;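 active = ratio B-score over 3 SD below the library mean, with starting fluorescence within 5 SD of its mean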;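 note: negative B-score means less thallium flux so channel inhibition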
RGS4 inh: RGS4 inhibitors, primary screen, cell-based, HEK293 M3R inducible RGS4, calcium flux. Regulator of G-protein signaling 4 (Homo sapiens), P49798. Fluo-4 calcium flux; stronger effect = higher value; triggered by carbachol at its EC20. B-score at 10 µM. 310,000 compounds, 0.45% hits. AID 463165, 2010;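 active = B-score, a plate-corrected calcium signal, over three deviations above library mean, with baseline fluorescence within five deviations of library mean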;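 note: RGS4 expression induced by doxycycline in cells with stable M3 receptor; B-score is computed from the integrated fluorescence ratio over baseline after carbachol; higher B-score means a larger calcium signal and so more RGS4 inhibition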
Target sequence (P49798 whole entry, looked up): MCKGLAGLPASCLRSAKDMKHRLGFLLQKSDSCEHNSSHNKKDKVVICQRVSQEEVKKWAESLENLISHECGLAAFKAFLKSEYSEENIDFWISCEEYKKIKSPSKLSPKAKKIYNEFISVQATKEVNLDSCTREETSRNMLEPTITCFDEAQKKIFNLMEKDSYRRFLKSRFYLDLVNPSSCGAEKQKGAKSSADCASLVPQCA
PolyA inhibitor: polyadenylation inhibitors in yeast reporter cells, primary screen, luminescence, S. cerevisiae | S. cerevisiae SKY197-pL101 polyadenylation reporter, beta-gal luminescence; efflux-impaired pdr1/pdr3 knockout yeast; score 100 = 6 SD above DMSO | calls only at 12 µM | 300,000 compounds, 0.02% hits | AID 1875, 2009;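 active = lowest replicate activity score at least 50, where 100 means six control SD above control mean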;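 note: yeast exposed to compound for 9 h at 30 °C; higher score means more reporter readthrough which indicates perturbed polyadenylation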
The depositor's hits bear a star; i = inactive; x = no result given. Only part of the results is shown; the hit share may differ from the screen's.

SMILES | KCNQ1 pot | RGS4 act | KCNQ1 inh | hERG protect | KCNK3 block | DYRK1A inh | GSK3beta inhib | GSK3 alpha inh | KCNK9 block | RGS4 inh | PolyA inhibitor
Cc1csc(Nc2ccccc2C(F)(F)F)n1 | i | i | i | -3.5 | i | 4.5 | 0.1 | -0.8 | i | i | i
O=C(c1ccc(Cl)cc1)N(Cc1cccs1)C1CCS(=O)(=O)C1 (stereo not drawn) | i | i | i | -4.7 | i | 3.3 | 2.4 | -1.4 | i | i | i
O=C(NCC(c1ccco1)N1CCN(c2ccccc2F)CC1)c1cccs1 (stereo not drawn) | i | i | i | -10.7 | i | -4.4 | 0.5 | 2.0 | i | i | i
CC1=C(C(=O)N2CCOCC2)C(c2ccc(O)cc2)NC(=S)N1 (stereo not drawn) | i | i | i | -12.4 | i | 3.8 | 3.3 | -6.0 | i | i | i
Cc1cc(NC(=O)C2CC(c3c(F)cccc3Cl)=NO2)n(-c2ccccc2)n1 (stereo not drawn) | i | i | i | -14.1 | i | -0.1 | 4.9 | 1.9 | i | i | i
CCSC1=NCN(CCCC(=O)O)CN1 | i | i | i | -10.6 | i | -2.9 | -3.7 | -3.2 | i | i | i
O=C(Nc1ccccc1)C1=C[C@H](c2ccc3c(c2)OCO3)C[C@H](OCc2ccc(CO)cc2)O1 | i | i | i | -10.3 | i | 6.9 | -0.9 | 0.0 | i | i | i
O=C(O)CCc1nn2cnc3sc4c(c3c2nc1=O)CCCC4 | i | i | i | -8.6 | i | 2.7 | 5.3 | -0.2 | i | i | i
COc1cc(/C=N/NC(=S)NC2CC3C=CC2C3)cc(OC)c1OC (stereo not drawn) | i | i | i | -8.2 | i | x | 2.3 | -3.4 | i | i | i
N#C/C(=N\Nc1ccc([N+](=O)[O-])cc1)C(N)=S | i | i | i | -8.7 | i | 9.5 | -1.2 | 6.3 | i | i | i
NC(=S)Nc1ccc(F)c(F)c1F | i | i | i | -7.3 | i | x | 1.7 | -2.8 | i | i | i
CCN1CCc2nc(NC(=O)C(c3ccccc3)c3ccccc3)sc2C1 | i | i | i | -3.5 | i | 40.0 | -2.6 | -1.9 | i | i | i
CC(=O)Nc1ccc(NC(=O)C(C)OC(=O)c2cc(S(=O)(=O)N(C)C)ccc2N2CCCC2)cc1 (stereo not drawn) | i | i | i | -8.0 | i | -2.8 | 1.5 | 2.2 | i | i | i
CCC(=O)N(Cc1cc2ccccc2[nH]c1=O)c1ccccc1OC | i | i | i | 0.8 | i | -4.8 | 1.9 | -5.0 | i | i | i
CN(CC(=O)Nc1ccccc1Cl)C(=O)CSc1nnc(N)s1 | i | i | i | -4.5 | i | 1.8 | 2.4 | 2.8 | i | i | i
CN(C(=O)CN1C(=O)C2C3CC(C(Br)C3Br)C2C1=O)C1CCCCC1 (stereo not drawn) | i | i | i | -7.4 | i | -4.7 | -0.1 | 2.2 | i | i | i
O=C(Cn1nnc(-c2ccccc2)n1)OCc1csc(-c2ccccc2)n1 | i | i | i | -4.0 | i | 3.9 | -0.6 | 0.3 | i | i | i
CCOC(=O)c1c(C)nc2c(c1C)c(=O)oc1ccccc12 | i | i | i | -7.5 | i | -7.3 | -0.7 | -0.8 | i | i | i
CC(=O)c1ccc(NC(=O)C2CCN(S(=O)(=O)c3cccs3)CC2)cc1 | i | i | i | -10.3 | i | 0.4 | 5.1 | 5.6 | i | i | i
CC(Sc1ncnc2sc(-c3ccccc3)cc12)C(N)=O (stereo not drawn) | i | i | i | -5.6 | i | 5.8 | 1.6 | -1.7 | i | i | i
CC1CCCC(C)N1CC(O)COCc1ccccc1F (stereo not drawn) | i | i | i | -3.2 | i | -0.3 | 2.4 | 0.6 | i | i | i
Cc1nn2c3c(cnc2c1-c1ccccc1)C(=O)CCC3 | i | i | i | -9.7 | i | -4.0 | 2.6 | 9.2 | i | i | i
O=S(=O)(c1ccc2ccccc2c1)N1CCN(Cc2ccccn2)CC1 | i | i | i | -7.5 | i | 0.8 | -6.5 | -1.4 | i | i | i
COc1ccc(/C=C(\NC(=O)c2cccs2)C(=O)N2CCOCC2)cc1OC | i | i | i | -1.6 | i | -0.8 | -1.6 | x | i | i | i
CCN(C1CCS(=O)(=O)C1)S(=O)(=O)c1cc(C)ccc1C (stereo not drawn) | i | i | i | -6.7 | i | 4.3 | 2.6 | 3.7 | i | i | i

Other entries:
SMILES | KCNQ1 pot | RGS4 act | KCNQ1 inh | hERG protect | KCNK3 block | DYRK1A inh | GSK3beta inhib | GSK3 alpha inh | KCNK9 block | RGS4 inh | PolyA inhibitor
CCCNC(=S)N1CCC(c2nc3cc(C)c(C)cc3[nH]2)CC1 | i | i | i | -2.8 | i | -5.3 | 0.4 | -0.3 | i | i | i
Cc1cc(C)c(NC(=O)CSc2nnc(CNC(=O)c3c(F)cccc3Cl)o2)c(C)c1 | i | i | i | -6.8 | i | 2.9 | x | -0.6 | i | i | i
COc1cccc(NC(=O)CCc2nnc3ccc(N4CCN(c5cccc(OC)c5)CC4)nn23)c1 | i | i | i | -10.7 | i | -7.2 | 3.2 | -0.5 | i | i | i
O=C1C2CCCCN2C(=O)N1CCCCN1CCN(c2cccc(Cl)c2)CC1 (stereo not drawn) | i | i | i | -2.5 | i | 12.6 | -0.7 | -1.6 | i | i | i
N=C(N)c1ccc(Cl)cc1 | i | i | i | -4.6 | i | -5.1 | 0.5 | 3.6 | i | i | i
Cc1cc(-c2ccccc2)n[nH]1 | i | i | i | -8.9 | i | 10.5 | -2.8 | 2.0 | i | i | i
CCOC(=O)Cc1c(Sc2ccccc2)c2ccccc2n1C | i | i | 7* | -3.1 | i | 1.7 | 1.5 | -1.5 | -8.03* | i | i
COC(=O)c1ccc(/C=C/c2ccc3cccc(OC(C)=O)c3n2)cc1 | i | i | i | -13.8 | i | -1.0 | 0.1 | 2.0 | i | i | i
Cn1c(CBr)c(C(=O)c2ccc([N+](=O)[O-])cc2)c(=O)n(C)c1=O | i | i | i | -1.8 | i | 2.0 | 0.9 | 2.6 | i | i | i
NS(=O)(=O)c1cc(C(=O)OC2CCOC2=O)ccc1Cl (stereo not drawn) | i | i | i | -14.8 | i | 3.4 | 3.2 | 1.9 | i | i | i
CCOc1ccc2c(c1)C(N(CCN1CCOCC1)C(=O)Nc1ccc(OC)cc1OC)CC(C)(C)O2 (stereo not drawn) | i | i | i | -7.8 | i | -3.3 | 0.8 | 1.0 | i | i | i
CC(CCc1ccccc1)NC(=O)COC(=O)C1=COCCO1 (stereo not drawn) | i | i | i | -3.4 | i | -3.7 | 1.8 | x | i | i | i
CN(CC1COc2ccccc2O1)C(=S)Nc1ccccc1 (stereo not drawn) | i | i | i | -5.5 | i | 6.5 | 0.4 | 2.6 | i | i | i
Cc1ccc(NC(=O)COn2nnc3ccc(S(=O)(=O)N(C)C)cc32)cc1F | i | i | i | -6.7 | i | 0.8 | -1.7 | -0.1 | i | i | i
O=C1CC(c2ccccc2)CC(O)=C1C=NCCN1CCNCC1 (stereo not drawn) | i | i | i | -4.3 | i | 5.3 | -4.8 | -0.2 | i | i | i
COc1ccc(-c2ccc(SCC(=O)NCC3CCCO3)nn2)cc1OC (stereo not drawn) | i | i | i | -5.9 | i | 4.1 | 1.0 | -0.3 | i | i | i
CCCCSC1(SCCCC)N=C(N)C2(C#N)C(c3ccccc3)NC(C)=CC12C#N (stereo not drawn) | i | i | i | -3.5 | i | 3.0 | 0.0 | x | i | i | i
CC(=O)c1cccc(NC(=O)C2CCN(C(=O)c3cccs3)CC2)c1 | i | i | i | -7.6 | i | 3.3 | -1.8 | -2.3 | i | i | i
COc1ccc(C)cc1S(=O)(=O)N1CCOCC1 | i | i | i | -9.2 | i | -3.5 | 1.6 | -2.9 | i | i | i
CCC(C)C(NC(=O)c1ccc(Cl)cc1)C(=O)O (stereo not drawn) | i | i | i | -5.1 | i | -0.2 | -9.8 | -3.9 | i | i | i
Cc1cc(C)n(-c2ccc(NC(=O)C3CCN(Cc4ccccn4)CC3)cc2)n1 | i | i | i | -4.5 | i | -0.5 | 2.0 | 0.9 | i | i | i
O=C(NCc1ccc(F)cc1)C1CCC(=O)N1C1CCCCC1 (stereo not drawn) | i | i | i | -14.2 | i | -4.0 | -1.1 | -3.6 | i | i | i
CNS(=O)(=O)c1ccc(NC(=O)C(CCSC)NC(N)=O)cc1 (stereo not drawn) | i | i | i | -9.3 | i | -0.1 | -5.2 | -3.2 | i | i | i
COc1ccc(C2CC(c3ccc(OC)cc3)n3nc(N)nc3N2)cc1 (stereo not drawn) | i | i | i | -8.0 | i | 18.9 | 1.7 | -3.0 | i | i | i
CC1(C)COC(c2coc3ccccc3c2=O)OC1 | i | i | i | -5.2 | i | x | 1.8 | -1.3 | i | i | i
Nc1c(C(=O)Nc2ccc(S(=O)(=O)N3CCCC3)cc2)sc2nc3cc4c(cc3cc12)CCC4 | i | i | i | -3.9 | i | -9.2 | -1.9 | -2.6 | i | i | i
CC1CCCC(C)N1C(=O)COc1ccc(C(=O)N/N=C/c2ccc(C(=O)O)cc2)cc1 (stereo not drawn) | i | i | i | -7.3 | i | 5.1 | 0.8 | -2.0 | i | i | i
CCC(C)(C)NC(=O)C(OC(=O)c1ccco1)c1ccc(OC)cc1 (stereo not drawn) | i | i | i | -4.5 | i | 2.5 | 1.4 | -1.0 | i | i | i
CCCCN(CCCC)CCCNC(=O)C1CC(c2ccc(C(F)(F)F)cc2)=NO1 (stereo not drawn) | i | i | i | -5.6 | i | 1.1 | -2.0 | -1.2 | i | i | x
CC(C)C(NC(=O)c1ccc(S(=O)(=O)N2CCOCC2)cc1)c1nc2ccccc2[nH]1 (stereo not drawn) | i | i | i | -7.3 | i | 0.5 | -3.0 | 0.3 | i | i | i
